Myeloid diff MLP – myeloid differentiation induction; 1% of 360,000 active; ER-HoxA9 myeloid progenitors, lysozyme-GFP differentiation, flow cytometry; calls only at 10 µM;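 active = normalized GFP-positive differentiation at or above the plate's own cutoff, the solvent-only control mean plus 3 SD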;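 note: cells exposed to compound for four days before flow analysis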
NOD1 NF-kB reporter – inhibition of NOD1-driven NF-kB reporter – cell-based, luminescence, uHTS, primary screen (AID 1578) | inhibition, % at 4 µM, or EC50 in µM where a hit was titrated | NOD1-driven NF-kB luciferase reporter cells, luminescence; higher % means a stronger effect | 1% of 290,000 active; in the data active = inhibition mostly above about 36%, no sharp cut-off; inactive = mostly below about 34%;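 note: HEK-293T reporter cells stimulated with the NOD1 agonist gamma-tri-DAP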
KOR beta-arrestin-1 – KOR agonists, beta-arrestin recruitment, primary screen, cell-based, luminescence, uHTS (AID 1777); KOR beta-arrestin recruitment, luminescence; higher % means a stronger effect; one-dose activation, % at 10 µM; EC50 in µM for titrated hits; 0.02% of 280,000 active; in the data active = activation above about 50%, passing the limit was not always enough; note: a part of the inactive calls stands beside numbers as strong as those of hits
GPR55 LPI antagonism – GPR55 antagonists blocking LPI-driven arrestin recruitment, primary screen, imaging, U2OS, beta-arrestin-GFP, LPI agonist (AID 2013). inhibition, % at 10 µM; hits with a dose series show IC50 in µM. U2OS GPR55 beta-arrestin-GFP translocation imaging, LPI antagonism; higher % means a stronger effect. 0.13% of 290,000 active;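 active = spots per cell inhibited over 60%, with over 100 cells counted and total cytoplasm intensity under 500,000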;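 note: U2OS cells stably carrying GPR55 and arrestin-GFP stimulated by 5 µM LPI near EC80; imaged beta-arrestin-GFP aggregate spots per cell after agonist stimulation; plate controls were LPI-stimulated DMSO wells for no effect and DMSO wells without LPI for full effect; some results filed as inactive read as strong as hits; confirmed hits need IC50 under 10 µM and bright autofluorescent wells are also inconclusive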
NOD2 inhibition – NOD2 signaling inhibitors, cell-based, luminescence, uHTS, HEK293 (AID 1566). HEK293 NOD2/NF-kB luciferase reporter, luminescence; higher % means a stronger effect. inhibition, % at 4 µM, or EC50 in µM where a hit was titrated. 0.63% of 290,000 active; note: many of its hits are not listed in these tables
KOR beta-arrestin-2 – kappa opioid receptor blockers – cell-based, luminescence, uHTS (AID 1778); KOR beta-arrestin recruitment, luminescence, antagonist mode; higher % means a stronger effect; inhibition, % at 10 µM; hits with a dose series show IC50 in µM; 0.091% of 290,000 active; note: strong numbers were not always called active
GPR55 activation – GPR55 agonists via beta-arrestin recruitment, primary screen, imaging, U2OS cells, beta-arrestin-GFP redistribution (AID 1961) | U2OS GPR55 beta-arrestin-GFP redistribution imaging; higher % means a stronger effect | one-dose activation, % at 10 µM; EC50 in µM for titrated hits | 0.048% of 290,000 active;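 active = activation above 40% with more than 50 cells counted in the well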;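 note: U2OS osteosarcoma cells stably expressing GPR55 and beta-arrestin-GFP; plate controls were DMSO negative control for no effect and LPI positive control for full effect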
GPR35 arrestin U2OS – GPR35 antagonists blocking zaprinast-driven arrestin recruitment, primary screen, imaging, U2OS, beta-arrestin-GFP, zaprinast agonist (AID 2058); one-dose inhibition, % at 10 µM; IC50 in µM for titrated hits; 0.052% of 290,000 active; U2OS GPR35 beta-arrestin-GFP translocation imaging, zaprinast antagonism; higher % means a stronger effect;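 active = inhibition of at least 50% with at least 30 cells and total cytoplasm GFP at most 10,000,000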
HIV fusion peptide – cell-free HIV fusion peptide-binding blockers – biochemical, uHTS, fluorescence dequenching, primary screen (AID 1986); 0.3% of 290,000 active; inhibition, % at 20 µM; hits with a dose series show IC50 in µM; cell-free peptide binding, fluorescence dequenching, 30 min; higher % means a stronger effect; in the data active = inhibition mostly above about 52%, no sharp cut-off; inactive = mostly below about 76%; note: some results filed as inactive read as strong as hits
Myeloid diff MLP GFP+ MAC1+ % – also measured in Myeloid diff MLP; calls as there; GFP+ MAC1+ double positive, %; measured here: differentiation confirmed by MAC1 staining
Starred values were filed as active, the others as inactive; i = inactive; · = not tested or not shown; + = active, no number; [ ] = remark or other dose. Cut-off read from the data, not from the text of the source, unless noted: active = inhibition above about 50%; inactive = the rest. The list is partial, so the mix of outcomes need not match the whole.

The line under a structure holds: NOD2 inhibition, Myeloid diff MLP GFP+ MAC1+ %, NOD1 NF-kB reporter, KOR beta-arrestin-1, Myeloid diff MLP, GPR55 LPI antagonism, GPR35 arrestin U2OS, HIV fusion peptide, KOR beta-arrestin-2, GPR55 activation
> Cc1ccc(-c2nnc(SCC(=O)NC3CCCC3)n2C)cc1
→ 2.0%, 0.5, -8.9%, -2.0%, i, -0.3%, 3.2%, 1.6%, 15.5%, -0.1%
> CC(C)(C)C(=O)Nc1ccc(C(=O)Nc2cccnc2)cc1
→ -19.9%, 0.8, -24.2%, -5.5%, i, 4.9%, -10.6%, 2.9%, 3.2%, 0.3%
> Cc1ccc(SCCn2nc(C(=O)O)c3ccccc3c2=O)cc1
→ 12.9%, 0.4, -21.7%, -3.4%, i, -3.5%, -6.4%, 0.9%, -25.3%, 0.9%
> CC(=O)c1cccc(NC(=O)Nc2cc3sccc3n2C)c1
→ 2.3%, ·, -13.5%, 0.0%, ·, -2.0%, 2.9%, 28.3%, -51.5%, -0.3%
> CCCCCCn1c(N2CCCC2)nc2c1c(=O)n(C)c(=O)n2C
→ 15.9%, 0.4, -5.1%, 3.9%, i, -16.1%, -8.7%, 0.2%, -24.3%, 0.5%
> O=C(CC1CCOCC1)Nc1ccc(Cl)c(Cl)c1
→ -3.7%, 0.3, -30.5%, -3.2%, i, 11.3%, -14.7%, 1.6%, -65.7%[20 µM], 0.1%
> C/C(CCc1ccccc1)=N\NC(=S)NCCc1ccccc1
→ -5.8%, 1.5, -26.5%, -0.7%, i, 0.4%, 2.8%, 0.7%, -24.4%, -0.1%
> CCOC(=O)C1CCN(C(=O)Cc2cccs2)CC1
→ 8.6%, 0.6, -6.1%, -2.0%, i, -2.1%, -8.8%, -0.2%, 37.8%, 0.0%
> Cc1ccccc1-c1nc(CN2CCC(C(=O)NC3CC3)CC2)c(C)o1
→ 10.1%, 4.1, -28.7%, -5.1%, i, 9.3%, 3.5%, 2.6%, -3.7%, -0.2%
> Cc1cc(C(=O)O)c(CSc2ncn[nH]2)o1
→ 6.7%, 1.1, -16.3%, -0.9%, i, -2.8%, -7.4%, -0.8%, -12.1%, -0.5%
> CCN(Cc1ccccc1)C(=O)CCNS(=O)(=O)c1ccc2c(c1)CC(C)N2C(C)=O (stereo unspecified)
→ 13.3%, 1.2, -23.1%, 11.4%, i, -12.2%, -4.9%, 0.8%, -22.4%, -0.3%
> Cc1csc(NC(=O)C(C)N2C(=O)c3ccccc3S2(=O)=O)n1 (stereo unspecified)
→ 9.3%, 5.0, -2.4%, -4.5%, i, 8.3%, 16.3%, 0.3%, -15.0%, -0.1%
> Cc1cc(C(=O)NP(=O)(N2CCOCC2)N2CCOCC2)c(C)n1-c1ccc(N(C)C)cc1
→ 2.4%, 0.1, -10.1%, -3.4%, i, 0.7%, 4.7%, 1.7%, -4.8%, 1.4%
> COC(=O)c1ccc(CSc2nnc(Nc3ccccc3OC)s2)o1
→ -2.9%, ·, 2.4%, -3.3%, ·, 0.2%, 0.6%, 0.6%, -15.7%, 0.0%
> CC(C)CCNC(=S)Nc1ccc2nc3n(c(=O)c2c1)CCCCC3
→ 10.9%, 0.3, -7.5%, -1.7%, i, -2.6%, 14.5%, -1.9%, -41.8%, 1.2%
> N[C@@H](Cc1ccccc1)c1nnc(SCc2ccccc2F)o1
→ 11.7%, 0.0, -14.5%, 3.1%, i, 11.8%, -12.2%, -1.1%, 14.2%, -0.3%
> CC(NC(=O)NC12CC3CC(CC(C3)C1)C2)C1CCCO1 (stereo unspecified)
→ -1.8%, 2.1, -35.2%, -0.9%, i, 1.1%, -11.1%, 4.5%, -10.2%, -0.3%
> CCC(CC)C(=O)Nc1cccc(C(=O)Nc2ccc(S(N)(=O)=O)cc2)c1
→ 10.7%, 0.4, -37.3%, -4.0%, i, 4.0%, -9.1%, 0.4%, -15.5%, 0.2%
> CCC(=O)c1ccccc1OCCCN1C(=O)NC(C)(C)C1=O
→ -5.1%, 8.7, -11.0%, -4.3%, i, -8.7%, 8.8%, 1.2%, 25.5%, -0.1%
> O=C(Nc1ccc2nc(SCc3ccc(Cl)cc3)sc2c1)c1ccccc1C(=O)N1CCOCC1
→ 5.8%, 4.0, -2.1%, -1.7%, i, 62.5%, 0.768µM*, 3.5%, -404.2%, 0.7%
> COc1ccc(N(CC(=O)Nc2cc(Cl)ccc2OC)C2=NC3CS(=O)(=O)CC3S2)cc1 (stereo unspecified)
→ 3.4%, 1.9, -30.8%, -0.7%, i, 5.8%, -18.1%, -0.6%, -9.4%[20 µM], 0.5%
> Cc1[nH]c2ccccc2c1C(=O)C(=O)NCCCn1ccnc1
→ -13.0%, 0.2, -13.1%, -1.0%, i, 0.4%, -3.3%, -1.0%, 6.2%, -0.6%
> CC(C)[C@H](NC(=O)c1ccco1)C(=O)N(C)Cc1c(F)cccc1Cl
→ -9.6%, 5.0, 17.1%, 3.0%, i, -7.1%, 4.2%, 3.3%, -24.3%, -0.1%
> CC(=O)c1ccc(NC(=O)C(C)OC(=O)C(C)Oc2cccc(C)c2)cc1 (stereo unspecified)
→ 8.4%, 0.4, -13.3%, -2.1%, i, 4.5%, 6.7%, 2.4%, -3.1%, 0.5%
> O=C(CSc1nncs1)N1c2ccccc2Sc2ccccc21
→ 17.9%, 2.7, 1.9%, -3.3%, i, -5.0%, 9.1%, 2.7%, 11.3%, 0.7%
> Cc1ccc(S(=O)(=O)NNC(=S)Nc2c(Cl)cccc2Cl)cc1
→ 17.1%, 0.1, 8.0%, -4.4%, i, 3.7%, -17.8%, -0.7%, 14.6%, -0.4%
> CC1(C)CC(N(Cc2ccco2)C(=O)Cc2ccccc2)CCO1 (stereo unspecified)
→ -1.7%, 0.8, 2.4%, -2.2%, i, 12.8%, 4.4%, -0.8%, 2.9%, 0.0%
> Cc1ccc(NC(=O)CC2Oc3ccc(C)cc3NC2=O)c(C)c1 (stereo unspecified)
→ -16.2%, 0.6, -1.8%, -9.4%, i, 5.5%, 15.6%, 0.0%, 5.5%, -0.1%
> COC(=O)[C@@H]1CCCN1C(=O)CCc1nnc(C2CCCCC2)o1
→ -6.1%, 1.4, -23.0%, -1.7%, i, 6.6%, -7.9%, -0.3%, -30.5%, -0.1%
> COc1ccc(NC(=O)NCCCN2CCCC2=O)cc1
→ 1.6%, 0.8, -1.9%, -3.1%, i, 6.8%, 11.1%, -1.9%, -0.8%, 0.2%
> COc1cc2c(cc1OC)C1Cc3ccc(OC)c(OC)c3CN1CC2 (stereo unspecified)
→ 10.1%, 1.5, 0.2%, -5.1%, i, 11.4%, 2.4%, 0.7%, 28.3%, -0.2%
> Cn1c(=O)[nH]c(=O)c2c1nc1n2CCN1Cc1ccccc1
→ -2.1%, 0.8, -9.0%, ·, i, 6.4%, 18.2%, 168.5%, ·, 0.0%
> O=C(Nc1nc2c(Cl)c(Cl)ccc2s1)C1CC1
→ 16.5%, 2.4, -2.6%, 0.9%, i, 6.3%, 4.1%, 2.6%, -61.8%[20 µM], 0.7%
> NC(=O)c1nsc(C(=O)N(Cc2cccnc2)C(C(=O)NCc2ccc(F)cc2)c2ccc(O)cc2)c1N (stereo unspecified)
→ 13.5%, 0.5, -34.7%, 3.4%, i, 1.9%, 19.3%, 0.1%, 17.0%, 1.2%
> Cc1c(N=Cc2ccncc2)c(=O)n(-c2ccccc2)n1C
→ 14.0%, 0.4, -10.9%, -3.2%, i, -10.1%, 3.0%, 0.6%, 2.3%, -0.3%
> CC(C)(C)c1ccc(/C=N/NC(=O)C[n+]2ccccc2)cc1
→ 5.4%, 0.4, 1.0%, -1.6%, i, 13.5%, 2.0%, 0.0%, 0.2%, -0.2%
> CCOc1ccc(C(=O)Nc2ccc(S(=O)(=O)NCC3CCCO3)cc2)cc1OCC (stereo unspecified)
→ -1.4%, 2.1*, -19.0%, 0.4%, +, 15.7%, 21.5%, -1.8%, 15.9%, -0.1%
> CS(=O)(=O)Nc1ccc(S(=O)(=O)N2CCCCCC2)cc1
→ 2.2%, 0.6, -11.4%, 3.5%, i, -6.1%, -2.8%, 0.4%, -9.4%, 0.2%
> O=C(Cc1ccc(Br)cc1)N1CCN(C(=O)c2ccco2)CC1
→ -2.6%, 0.8, -24.0%, 3.2%, i, 15.2%, -1.9%, -0.4%, -8.3%, 0.2%
> Cc1c(OCC(=O)N(C)c2ccccc2)ccc2c3c(c(=O)oc12)CCC3
→ 45.9%, 0.4, 25.0%, -0.5%, i, -7.2%, -10.2%, 1.5%, -27.7%, 0.5%

Of the compounds above, these have a furan ring, fused or not:
The line under a structure holds: NOD2 inhibition, Myeloid diff MLP GFP+ MAC1+ %, NOD1 NF-kB reporter, KOR beta-arrestin-1, Myeloid diff MLP, GPR55 LPI antagonism, GPR35 arrestin U2OS, HIV fusion peptide, KOR beta-arrestin-2, GPR55 activation
> Cc1cc(C(=O)O)c(CSc2ncn[nH]2)o1
→ 6.7%, 1.1, -16.3%, -0.9%, i, -2.8%, -7.4%, -0.8%, -12.1%, -0.5%
> COC(=O)c1ccc(CSc2nnc(Nc3ccccc3OC)s2)o1
→ -2.9%, ·, 2.4%, -3.3%, ·, 0.2%, 0.6%, 0.6%, -15.7%, 0.0%
> CC(C)[C@H](NC(=O)c1ccco1)C(=O)N(C)Cc1c(F)cccc1Cl
→ -9.6%, 5.0, 17.1%, 3.0%, i, -7.1%, 4.2%, 3.3%, -24.3%, -0.1%
> CC1(C)CC(N(Cc2ccco2)C(=O)Cc2ccccc2)CCO1 (stereo unspecified)
→ -1.7%, 0.8, 2.4%, -2.2%, i, 12.8%, 4.4%, -0.8%, 2.9%, 0.0%
> O=C(Cc1ccc(Br)cc1)N1CCN(C(=O)c2ccco2)CC1
→ -2.6%, 0.8, -24.0%, 3.2%, i, 15.2%, -1.9%, -0.4%, -8.3%, 0.2%

Continuation.
The line under a structure holds: NOD2 inhibition, Myeloid diff MLP GFP+ MAC1+ %, NOD1 NF-kB reporter, KOR beta-arrestin-1, Myeloid diff MLP, GPR55 LPI antagonism, GPR35 arrestin U2OS, HIV fusion peptide, KOR beta-arrestin-2, GPR55 activation
> CCCCOC(=O)Nc1nnc(C(C)C)s1
→ -38.1%, 0.3, -38.4%, -5.1%, i, 7.2%, -12.6%, 0.8%, 16.4%, -0.3%
> COc1ccc(CC2(CO)CCN(Cc3cnc(-c4ccccc4C)nc3)CC2)cc1
→ -3.8%, 0.2, 18.5%, ·, i, ·, -1.2%, -0.2%, -33.7%[20 µM], -0.2%
> Cc1ccc(C(=O)NCc2ccccn2)cc1NC1=NC2CS(=O)(=O)CC2S1 (stereo unspecified)
→ 18.9%, 2.5, 16.3%, -4.1%, i, 9.8%, 9.0%, -0.2%, 18.3%[20 µM], -0.1%
> COC(=O)CN1C(=O)CSc2ncccc21
→ -14.2%, 0.6, 0.5%, -2.3%, i, -3.0%, 21.0%, -2.1%, -12.9%, -0.4%
> CCn1c(SCC(=O)Nc2sc(C)c(C)c2C#N)nnc1C(C)C
→ 1.6%, 1.0, -23.7%, -1.9%, i, 6.6%, 17.9%, -0.3%, 26.8%, -0.1%
